From PubChem
G6PDH counter = inhibits Leuconostoc G6PDH, flagging false hits in G6PDH-based assays; Purified L. mesenteroides G6PDH, diaphorase/resazurin coupled fluorescence, 45 min; inhibition, % at 5 µM; 200,000 tested, 0.12% active; in the data active = inhibition above about 50%
PMI act hi M6P = activators of human phosphomannose isomerase at near-saturating mannose 6-phosphate | 190,000 tested, 0.34% active | activation factor at 20 µM | P34949 | AID 1216 | coupled PMI enzyme assay, resazurin fluorescence, 20 min; stronger effect = higher value; 1 = untreated enzyme, 0 = substrate-free blank;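 active = activation factor of 2 or more at 20 µM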
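test system = human PMI in coupled enzyme assay | medium = HEPES-buffered pH 7.4 with magnesium and detergent | also added = 1.0 mM mannose-6-phosphate substrate with 0.22 mM NADP+ | compound = 20 µM single dose | times = 20 min incubation at room temperature | measured by = resorufin fluorescence (Ex 544/Em 590 nm) from resazurin via diaphorase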
TNAP inh hi DEA = inhibitors of human TNAP at high phosphate acceptor concentration | P05186 | purified TNAP, CDP-star luminescence, 1 M DEA | inhibition, % at 20 µM | 200,000 tested, 0.03% active | AID 1135;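 active = over 50% inhibition of tissue-nonspecific alkaline phosphatase at 20 µM in the single-dose screen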;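 note: plate controls were DMSO wells for no effect and EDTA-quenched wells as full inhibition for full effect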
Target sequence (P05186 whole entry, looked up): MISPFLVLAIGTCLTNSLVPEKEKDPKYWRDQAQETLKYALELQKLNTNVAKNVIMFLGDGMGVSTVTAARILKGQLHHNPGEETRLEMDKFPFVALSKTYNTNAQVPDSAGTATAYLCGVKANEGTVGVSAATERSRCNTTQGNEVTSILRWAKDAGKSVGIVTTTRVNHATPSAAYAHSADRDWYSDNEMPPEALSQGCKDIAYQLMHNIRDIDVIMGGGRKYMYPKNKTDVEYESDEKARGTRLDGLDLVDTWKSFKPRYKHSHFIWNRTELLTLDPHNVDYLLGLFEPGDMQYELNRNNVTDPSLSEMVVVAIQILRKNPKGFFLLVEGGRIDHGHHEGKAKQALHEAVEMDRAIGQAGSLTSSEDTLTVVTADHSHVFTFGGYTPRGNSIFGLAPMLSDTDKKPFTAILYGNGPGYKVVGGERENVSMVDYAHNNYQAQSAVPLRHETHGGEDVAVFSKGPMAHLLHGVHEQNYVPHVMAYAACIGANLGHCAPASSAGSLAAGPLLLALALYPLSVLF
PMI act = increases human mannose-6-phosphate isomerase activity | P34949 | purified human PMI, coupled resazurin fluorescence, 20 min; stronger effect = higher value; 1 = vehicle control, 0 substrate-free wells | activation factor at 20 µM | 190,000 tested, 0.005% active;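 active = activation factor of 2 or more at 20 µM, relative to plate controls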
TNAP act hi DEA = increases human TNAP activity under high phosphate acceptor concentration. P05186. purified TNAP, CDP-star luminescence, 1 M DEA, 30 min; stronger effect = higher value; 0 = EDTA background, 1 = DMSO-only activity. activation factor at 20 µM. 200,000 tested, under 10 active. AID 1136;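 active = activation factor at least 2 at 20 µM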
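Assay system: human TNAP; Input: enzyme diluted 1/800 final; Reagent: CDP-star luminogenic substrate at 100 µM final; Timing: 30 min, room temperature; Signal: luminescence; Evaluation: TNAP activation factor scaled between EDTA and DMSO control wells.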
Diaphorase inh = counter-screen for diaphorase-based assays: diaphorase inhibitors and chemical oxidizers; diaphorase resazurin-to-resorufin fluorescence, NADH, 16 min; bacterial (C. kluyveri) enzyme, not human; inhibition, % at 20 µM; 190,000 tested, 0.69% active;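 active = primary screen inhibition at 20 µM above a set limit, cut at about 50% in these data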;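 note: plate controls were DMSO with full reaction for no effect and wells lacking NADH for full effect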
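Test system: Clostridium kluyveri diaphorase enzyme / Quantity: diaphorase at 0.14 U/mL in enzyme working solution / Incubation: 16-min room-temperature incubation before reading / Benchmarks: NADH-free wells as positive control, DMSO-only neutral wells / Signal: resorufin fluorescence 544/590 nm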
TNAP inh no acc = TNAP (human) inhibition, acceptor-free conditions | P05186 | purified TNAP, CDP-star luminescence, 30 min | 200,000 tested, 0.26% active | AID 1012 | inhibition, % at 20 µM;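 active = tissue-nonspecific alkaline phosphatase inhibition above about 50% at 20 µM in the single-dose screen, limit read from the data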;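 note: 0% = DMSO negative control and 100% = EDTA positive control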
Diaph act CS = counter-screen for diaphorase-based assays: diaphorase activators and chemical reducers; 190,000 tested, 0.005% active; Diaphorase/resazurin coupled assay, resorufin fluorescence, 16 min; stronger effect = higher value; 1 = vehicle wells, 0 = NADH-free wells; activation factor at 20 µM;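 active = diaphorase activity raised at least twofold by the compound at 20 µM; inactive = activation factor below 2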
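Material: Clostridium kluyveri diaphorase, purified enzyme; Quantity: enzyme 0.07 U/mL final; Medium: HEPES pH 7.4 buffer with MgCl2 and Tween 20; Dosing: single compound dose of 20 µM, 1% DMSO final; Schedule: 16 min reaction at room temperature; Measured by: red resorufin fluorescence at 544/590 nm excitation/emission.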
FLuc stim CS = firefly luciferase counter-screen for stimulation assays. AID 1027. ATPlite luciferase biochemical, luminescence, 10 min; 0 = ATP-free wells, 1 = DMSO control. activation factor at 10 µM. 200,000 tested, under 10 active;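 active = luciferase activation factor, scaled between plate controls, of at least 2 with compound at 10 µM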
Target sequence (P08659 whole entry, looked up): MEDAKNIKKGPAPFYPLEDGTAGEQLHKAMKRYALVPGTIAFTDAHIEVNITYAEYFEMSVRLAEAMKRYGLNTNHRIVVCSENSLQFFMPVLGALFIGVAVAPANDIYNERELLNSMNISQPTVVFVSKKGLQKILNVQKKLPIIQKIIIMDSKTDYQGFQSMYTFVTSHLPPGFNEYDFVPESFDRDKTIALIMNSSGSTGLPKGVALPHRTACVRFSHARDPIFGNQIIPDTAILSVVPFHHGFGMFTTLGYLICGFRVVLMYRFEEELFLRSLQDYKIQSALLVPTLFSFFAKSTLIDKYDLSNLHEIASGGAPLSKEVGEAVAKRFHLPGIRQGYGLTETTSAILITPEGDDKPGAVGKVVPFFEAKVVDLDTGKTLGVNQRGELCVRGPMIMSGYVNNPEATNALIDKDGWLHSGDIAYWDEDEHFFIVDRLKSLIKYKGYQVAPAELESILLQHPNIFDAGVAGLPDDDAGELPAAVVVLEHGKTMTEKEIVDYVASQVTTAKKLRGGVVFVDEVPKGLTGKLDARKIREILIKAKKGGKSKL
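Material: Luciferase/luciferin reagent mix | Doses: Test compounds dosed from 2 mM stocks in 100% DMSO | Timing: 10 min incubation after luciferase reagent addition, room temperature | Measured by: Luminescence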
HMGR II inh = E. faecalis class II HMG-CoA reductase inhibition; inhibition, % at 10 µM; purified E. faecalis HMGR, NADPH absorbance 340 nm kinetic; 190,000 tested, 0.41% active;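 active = inhibition above a set limit, the median over all tested compounds plus 3 SD, cut at about 9.5% in these data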;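 note: enzyme runs in reverse so mevalonate oxidation gives rising NADPH absorbance; 0% = complete reaction with DMSO and 100% = background rate lacking mevalonate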
* hit, by the source's call; nt = no result given. Not a hit list. About 1.7% of those tested had a hit in this group.

SMILES	G6PDH counter	PMI act hi M6P	TNAP inh hi DEA	PMI act	TNAP act hi DEA	Diaphorase inh	TNAP inh no acc	Diaph act CS	FLuc stim CS	HMGR II inh
COc1ccc(C2=CSC(/N=C/c3ccc(F)cc3)=NN2)cc1	6	1	-4	0.9	1	12	-11	0.9	1	-6
CS(=O)(=O)Nc1ccc(C(=O)Nc2ccccc2Cl)cc1	11	1	-5	1	1.1	5	-9	0.9	1	2
Cc1cc(C)nc(N2CCC(C(=O)Nc3ccc(Oc4ccccc4)cc3)CC2)n1	-7	0.9	2	1	1	5	-8	1	1.1	1
CCOC(=O)N1CCC(N2C(=O)c3ccc(C(=O)NCc4ccc(F)cc4)cc3C2=O)CC1	-25	0.9	-3	0.8	1	15	-9	0.8	1.1	-4
COc1cc2cc(C(c3nnnn3C3CCCC3)N(C)C3CCCCC3)c(=O)[nH]c2cc1OC (configuration not stated)	6	1	1	1	1	35	-1	0.7	1	-4
Cc1cc2nnc(SC3CCOC3=O)n2c2ccccc12 (configuration not stated)	-4	1	-8	1	1.1	20	-12	0.8	1	-1
Clc1ccccc1CSC1=NCCCN1	3	1	-5	1	1.1	2	-11	1	1	-7
Cc1ccc(Cn2nnc3c(=O)[nH]c(C(=O)NCc4ccco4)nc32)cc1	6	0.9	-6	1.1	1.1	22	-10	0.8	1	-2
Cc1c(C(=O)C(=O)N2CC=C(c3ccccc3)CC2)c2ccccc2n1C	-31	0.9	5	0.8	1	36	-7	0.6	1	-9
CCN(CC)S(=O)(=O)c1ccc(Cl)c(C(=O)N2CCc3ccccc32)c1	3	1	-3	0.9	1	11	-7	0.9	1.1	1
CSCC(=O)Nc1nc(-c2ccc3c(c2)OCCO3)cs1	0	1	3	1	1	12	-5	0.9	0.8	-1
CCS(=O)(=O)Nc1ccc(C(=O)c2ccccc2)cc1	10	1	-2	1.1	1	3	-6	1	1	-8
Cc1ccc(C2NC(=S)NC3=C2C(=O)CCC3)cc1 (configuration not stated)	7	1.1	0	1.1	1	0	10	1	1	1
COCC(=O)NNC(=O)c1ccccc1OC	14	0.9	1	0.9	1	6	-4	0.9	1	-4
COc1cc(C(=O)Nc2ccc3c(c2)OCCO3)ccc1OC(C)C	0	1	-7	1	1.1	-4	-13	1	0.6	-1

Whole records, quoted from the list.
`Cc1cc2nnc(SC3CCOC3=O)n2c2ccccc12` (configuration not stated) across the screens: G6PDH counter = -4; PMI act hi M6P = 1; TNAP inh hi DEA = -8; PMI act = 1; TNAP act hi DEA = 1.1; Diaphorase inh = 20; TNAP inh no acc = -12; Diaph act CS = 0.8; FLuc stim CS = 1; HMGR II inh = -1
`Clc1ccccc1CSC1=NCCCN1` across the screens: G6PDH counter = 3; PMI act hi M6P = 1; TNAP inh hi DEA = -5; PMI act = 1; TNAP act hi DEA = 1.1; Diaphorase inh = 2; TNAP inh no acc = -11; Diaph act CS = 1; FLuc stim CS = 1; HMGR II inh = -7

Remaining list, next part:
SMILES	G6PDH counter	PMI act hi M6P	TNAP inh hi DEA	PMI act	TNAP act hi DEA	Diaphorase inh	TNAP inh no acc	Diaph act CS	FLuc stim CS	HMGR II inh
N#CC(C#N)=C1C=CC=CN1/C(=C\c1ccccc1)C(=O)c1cccs1	13	0.8	-5	1	1	10	4	0.9	1	-6
COC(=O)/C(=C/Nc1cccc2ccccc12)[N+](=O)[O-]	14	1	6	0.8	0.9	16	-4	0.8	1	-1
CC(C)C(=O)N1CCN(c2ccc(NC(=O)c3cccs3)cc2Cl)CC1	4	1	-8	0.9	1.1	19	-10	0.8	1	-2
COc1ccc(OCCCn2c(=O)oc3ccccc32)cc1	5	0.9	6	1.1	0.9	10	-1	0.9	1	2
CC(=O)c1cccc(CN2CCN(C3CCCC3)C(CCO)C2)c1 (configuration not stated)	1	1	-1	0.9	1	12	-5	0.9	1.1	-2
CCOC(=O)C1=C(CC)Nc2ccccc2N=C1NC(=O)c1ccc(S(=O)(=O)N(C)C)cc1	19	0.9	-6	0.8	1.1	18	-7	0.8	0.9	0
CCOC(=O)c1ccccc1NC(=O)/C=C/c1cc(OC)c(OC)c(OC)c1	2	1.1	-5	1.1	1	5	-7	1	1	0
O=C(N/N=C\c1ccc(CN(Cc2ccc(Cl)cc2)S(=O)(=O)c2ccccc2)o1)C(=O)Nc1ccc(F)cc1	2	1	-13	1	1.1	2	-20	1	1.1	-2
N#Cc1nc(-c2ccccc2F)oc1NCCN1CCOCC1	3	1	-2	1	1	15	-5	0.8	1.1	-4
N#Cc1ccc(N2Cc3ccccc3C2=NC(=O)c2cccnc2Cl)cc1	1	1.3	0	1.3	1	13	-4	0.9	0.7	-2
Cc1nc(NC(=O)CC(C)C)sc1-c1csc(Nc2ccc(Cl)cc2)n1	2	0.8	-2	0.7	1	20	-6	0.8	1.1	-2
CN(C)CCCN1C(=O)C(=O)/C(=C(/O)c2ccc(OCc3ccccc3)cc2)C1c1cccnc1 (configuration not stated)	3	1	-8	1	1.1	12	-18	0.9	1	nt
CCCCN(C)C(=O)Cn1cnc2sc(C)cc2c1=O	1	1	-2	0.9	1	6	-16	0.9	1	-2
Cc1cccc(N2C(=O)NC3(CCCCC3)C2=O)c1	18	1	-6	1	1.1	9	0	0.9	1.1	-6
COC(=O)c1ccc(CSc2nnc3nc(C)cc(C)n23)cc1	0	1.1	-1	1	1	-5	-6	1	1.1	-6
CCOc1ccc(-c2nc(C#N)c(N3CCCCCC3)o2)cc1	-26	0.8	1	0.8	1	17	-12	0.8	1	0
CC(C)NC(=O)c1ccc(Sc2ccccc2)c([N+](=O)[O-])c1	38	0.9	-2	0.8	1	12	-4	0.9	1	0
COC(=O)c1ccc(NC(=S)N(Cc2cccnc2)Cc2ccco2)cc1	1	1.1	-4	1	1	2	-7	1	1	-1
CCOC(=O)CNS(=O)(=O)c1cc(-c2nnc(Nc3ccc4c(c3)OCO4)c3ccccc23)ccc1C	-12	0.8	3	0.7	1	25	7	0.8	1	0
Cc1cc(C(=O)Nc2nc3c(s2)CCCC3)cs1	5	0.8	-4	0.9	1	18	-9	0.8	0.3	1
CCN(CC)Cc1c(C(=O)N2CCc3ccccc3C2)nc2ccc(Cl)cn12	12	0.9	1	1	1	12	0	0.9	1	17*
CCOc1ccc2[nH]c(C)c(CN3CCN(CC)CC3)c(=O)c2c1	30	0.9	-5	0.9	1.1	-9	-1	1.1	1	-1
Nc1n[nH]c(N)c1N=Nc1ccc2c(c1)OCO2	8	0.9	2	0.9	1	-2	-15	1	0.6	-3
CC(C(=O)Nc1cccnc1)n1cc([N+](=O)[O-])cn1 (configuration not stated)	-1	1	-5	1.1	1.1	4	-11	1	1.1	-2
Cc1ccc(-c2[nH]c(=S)[nH]c(=O)c2C#N)cc1	10	1.1	6	1.1	0.9	78*	-9	0.2	1.1	-2
CNC(=O)c1snnc1-c1ccccc1	6	1.1	-3	1.1	1	9	-14	0.9	1	-11
Cc1cccc2cc(CN(CC3CCCO3)C(=O)c3ccncc3)c(=O)[nH]c12 (configuration not stated)	-5	0.9	5	0.9	1	8	-2	0.9	1	-6
COc1ccccc1CNC(=O)C(NS(=O)(=O)c1ccc2c(c1)OCCO2)C(C)C (configuration not stated)	3	1.1	-3	1.1	1	6	-9	0.9	1	-2
C=CCSc1nnc(C)n1-c1ccc(Cl)cc1	1	0.8	-3	0.8	1	19	-9	0.8	1	1
CC(=O)OC(C(=O)NC1CCCCC1)c1ccncc1 (configuration not stated)	4	1.1	1	1.1	1	-5	-6	1.1	1	1
CC1(C)CC(=O)N(CC(=O)NC2CCCC2)c2ccccc2S1(=O)=O	1	1	-8	1	1.1	15	-10	0.9	1.1	-7
CC(=O)N(c1ccc(Cl)cc1)c1cn(C(C)=O)c2ccccc12	-3	1	-5	0.9	1.1	4	-8	1	1	6
CC(c1ccccc1)N1CCn2c(nc3cc(NC(=O)NC4CCCCC4)ccc32)C1 (configuration not stated)	37	1.1	-5	1	1	19	-29	0.8	0.7	0
CCN(CC)c1ccc(NC(=O)COc2ccc(N(C)S(=O)(=O)c3cccs3)cc2)cc1	-7	0.8	-6	0.9	1.1	15	-13	0.8	1	-12
S=C(NCCc1ccccc1)N1CCN(Cc2ccccc2)CC1	9	1	2	0.8	1	18	-11	0.8	1	-15
COc1cc(NC(=O)c2ccco2)c(OC)cc1NC(=O)c1cc(OC)c(OC)c(OC)c1	-66	0.8	0	0.8	1	22	-9	0.8	1	-4
Cc1cc(C)c(OCC(=O)OCCNC(=O)c2cccnc2)c(C)c1	-9	1.1	-3	1.1	1	16	-24	0.8	1.1	-5
C=CCN1C(=O)C(CC(=O)Nc2ccc(OC)cc2)N(Cc2ccco2)C1=S (configuration not stated)	2	1.1	-7	1	1.1	21	-12	0.8	1	-2
N#CC1=C2SCC(O)(c3ccccc3)N2C(=O)CC1c1ccccc1 (configuration not stated)	14	0.8	-9	1.1	1.1	28	-14	0.7	1.1	0
CC1(C(=O)OCC(=O)c2c[nH]c3ccccc23)CC1(Cl)Cl (configuration not stated)	11	1	2	1	1	16	-2	0.8	0.7	0
O=C(c1ccccn1)N1N=C2/C(=C/c3ccc(F)cc3)CCCC2C1c1ccc(F)cc1 (configuration not stated)	-4	0.9	1	0.8	1	30	5	0.7	1	-3
C(=N\c1nc2ccccc2n1CCN1CCCCC1)/c1ccc2c(c1)OCO2	-5	1	-1	1	1	8	-1	0.9	1	-1
COc1ccccc1N1CCN(c2cc(=O)n(-c3ccccc3Cl)c(=O)[nH]2)CC1	4	0.9	-8	0.9	1.1	23	-20	0.8	1.1	-6
Cc1ccc(C(=O)c2cn[nH]c2-c2cc(Cl)ccc2O)cc1	10	1.1	-6	1.1	1.1	3	-169	1	1	2

Already shown: entries from further up.
SMILES	G6PDH counter	PMI act hi M6P	TNAP inh hi DEA	PMI act	TNAP act hi DEA	Diaphorase inh	TNAP inh no acc	Diaph act CS	FLuc stim CS	HMGR II inh
C(=N\c1nc2ccccc2n1CCN1CCCCC1)/c1ccc2c(c1)OCO2	-5	1	-1	1	1	8	-1	0.9	1	-1
COc1ccccc1N1CCN(c2cc(=O)n(-c3ccccc3Cl)c(=O)[nH]2)CC1	4	0.9	-8	0.9	1.1	23	-20	0.8	1.1	-6
Cc1ccc(C(=O)c2cn[nH]c2-c2cc(Cl)ccc2O)cc1	10	1.1	-6	1.1	1.1	3	-169	1	1	2
